CBFb-RUNX1 inh – qHTS Assay for Compounds Blocking the Interaction Between CBF-beta and RUNX1 for the Treatment of Acute Myeloid Leukemia; Runt-related transcription factor 1 (Homo sapiens) + Core-binding factor subunit beta …; AlphaScreen CBFb-His/RUNX1-biotin binding, biochemical; Potency, µM (series often up to 59.8 µM), for the others: at the highest dose activity, negative = inhibition, actives largely listed as inhibitors; 230,000 tested, under 10 active; further: % of control where 0% means no effect
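Inhibition was taken as any reduction in AlphaScreen signal from the CBF-beta–RUNX1 pair (His and biotin tags, 30 nM each), measured after compound (15 min) and bead (90 min) incubations at room temperature.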
Luc counter – Counterscreen for Luciferase (Kinase-Glo TM) Inhibition | Kinase-Glo luciferase, ATP luminescence, 8 min | Potency, µM (titrated, usually from 38.3 µM), for inactives: at the highest dose activity change, negative = inhibition, actives largely listed as inhibitors | AID 1379, 2008 | Luciferin 4-monooxygenase (Photuris pensylvanica), Q27757 | 200,000 tested, 0.28% active; further: potency means the concentration at half of the fitted maximal effect; on the % scale 0 is the no-effect control and ±100 the full control effect; nearly all actives have a fitted effect of over 60% in size
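Recombinant Kinase-Glo luciferase, 10 uM ATP (linear range), luciferin; imidazole pH 7.2 / KCl / MgCl2 / Tween / BSA buffer; 8 min RT; luminescence.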
aGal spleen mod – qHTS Assay for Inhibitors and Activators of Human alpha-Galactosidase From Spleen Homogenate; Potency, µM (doses to about 80 µM), for the others: at the highest dose activity change, negative = inhibition, most hits filed as inhibitors; Alpha-galactosidase A (Homo sapiens), P06280; 240,000 tested, 0.008% active; human spleen homogenate, 4MU-alpha-Gal fluorescence, 40 min;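 further: potency means the concentration at half of the fitted maximal effect; 0% = enzyme with vehicle and -100% = no enzyme basal signal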
Target sequence (P06280 32-429 limits assumed): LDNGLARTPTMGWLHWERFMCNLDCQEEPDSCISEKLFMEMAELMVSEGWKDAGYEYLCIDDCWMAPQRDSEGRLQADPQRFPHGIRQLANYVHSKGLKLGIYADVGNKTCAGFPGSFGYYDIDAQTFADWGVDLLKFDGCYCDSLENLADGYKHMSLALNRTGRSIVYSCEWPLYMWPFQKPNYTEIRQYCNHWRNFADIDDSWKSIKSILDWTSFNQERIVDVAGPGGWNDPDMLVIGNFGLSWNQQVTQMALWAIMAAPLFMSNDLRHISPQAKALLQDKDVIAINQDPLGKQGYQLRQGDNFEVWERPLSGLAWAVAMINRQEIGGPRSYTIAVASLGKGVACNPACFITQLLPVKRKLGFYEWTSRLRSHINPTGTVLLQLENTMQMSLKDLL
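Inhibition or activation of alpha-galactosidase in human spleen homogenate is scored by 4-MU fluorescence after 40 min at 37C, pH 5.0, with 1 mM substrate. AC50s come from concentration-response fitted to the Hill equation.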
Epigenetic derep – Quantitative High-Throughput Screen for Regulators of Epigenetic Control | murine LDR cells, GFP reporter derepression, 30 h | Potency, µM (top dose mostly 53.9 µM), for the others: top-dose GFP activation, most hits filed as activators | 280,000 tested, 0.2% active | AID 1865, 2009; further: potency means the concentration at half of the fitted maximal effect; % of control where 0% means no effect; nearly all actives have a fitted effect of over 60% in size
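In this reporter-derepression format, murine cells bearing a silenced integrated CMV-GFP locus incubate with test compound (30 h, 37 C), then are washed and imaged; fluorescent objects of 20–120 um count as induced cells.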
NPSR antag – qHTS Assay for Antagonists of the Neuropeptide S Receptor: cAMP Signal Transduction. Q6W5P4. CHO-NPSR cells, cAMP TR-FRET, antagonist mode. Potency, µM (series often up to 38.3 µM), without a hit: at the highest dose activity change, negative = inhibition, usual class: inhibitors. 220,000 tested, 1% active. AID 1461, 2008; further: potency means the concentration at half of the fitted maximal effect; on the % scale 0 is the no-effect control and ±100 the full control effect; nearly all actives have a fitted effect of over 50% in size; many of its hits are not listed in these tables
Target sequence (Q6W5P4 whole entry, looked up): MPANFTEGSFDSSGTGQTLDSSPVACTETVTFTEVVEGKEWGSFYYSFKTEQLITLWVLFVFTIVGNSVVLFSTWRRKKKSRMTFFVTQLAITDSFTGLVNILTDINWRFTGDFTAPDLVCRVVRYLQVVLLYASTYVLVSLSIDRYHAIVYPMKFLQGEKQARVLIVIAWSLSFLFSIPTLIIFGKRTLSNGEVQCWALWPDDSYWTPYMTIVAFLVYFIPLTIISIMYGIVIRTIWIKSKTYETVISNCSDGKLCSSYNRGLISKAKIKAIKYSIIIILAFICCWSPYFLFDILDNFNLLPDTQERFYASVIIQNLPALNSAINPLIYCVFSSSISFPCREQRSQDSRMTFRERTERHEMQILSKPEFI
Lamin A splicing – qHTS Assay for Modulators of Lamin A Splicing; HeLa LMNA splicing GFP/RFP minigene ratio, 48 h; Potency, µM (doses to about 46.1 µM), inactives show at the highest dose ratio change, negative = inhibition, usual class: inhibitors; 200,000 tested, 0.01% active; AID 1487, 2009; active means well fitted inhibition curve with a large enough effect in the signal ratio, with a control signal flat, not every such curve was filed as active; inconclusive means small, poorly fitted or top-dose-only effect, or effect the other way, or a change in a side signal; the % refers to the signal ratio; further: potency means the concentration at half of the fitted maximal effect; on the % scale 0 is the no-effect control and ±100 the full control effect
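S3 HeLa cells stably expressing lamin A-EGFP splicing minigene plus DsRed2, 600 cells/well, 48 h compound exposure at 37C. Laser-scanning cytometry; analysed as GFP (500-530 nm)/RFP (575-640 nm) total intensity ratio; 0.5% DMSO vehicle.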
IMPase Li inh – qHTS Assay for Identifying the Cell-Membrane Permeable IMPase Inhibitors: Potentiation with Lithium. CHO-M1 cells, IP1 TR-FRET (IP-One), carbachol + lithium. Potency, µM (doses to about 59.4 µM), inactives show at the highest dose activity, negative = IMPase inhibition, hits mostly inhibitors. 210,000 tested, 0.35% active. AID 1457, 2008;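 further: IP1 builds up when IMPase is blocked and the TR-FRET signal falls; potency means the concentration at half of the fitted maximal effect; plate controls were basal vehicle for no effect and high inhibitor control for full effect; nearly all actives have a fitted effect of over 50% in size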
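CHO cells stably expressing M1 receptor (2000/well, cultured 16–30 h) treated 30 min at 37C with compound plus low lithium. Cytosolic IP1 by TR-FRET (665/620 ratio and 620 channel) after 10 min lysis; AC50 by Hill fit.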
Active calls of the source: *; ? = inconclusive; · = no result given; [ ] = remark or other dose. Unless noted, the call rests on the fitted dose curve; in most records, active means well fitted curve in the direction sought with a large enough effect; inconclusive means small, poorly fitted or top-dose-only effect, or another doubt; inactive means no such curve, though single readings can be large; an effect the other way counts as inactive or inconclusive. An excerpt. The share of hits here may be higher or lower than overall.

SMILES	CBFb-RUNX1 inh	Luc counter	aGal spleen mod	Epigenetic derep	NPSR antag	Lamin A splicing	IMPase Li inh
COc1ccc(N2CCN(C(CNC(=O)C(C)(C)C)c3cccnc3)CC2)cc1 (stereo not given)	-3%	2%	-1%	1.7%	6%	22%[9.22 µM]	7%
Cn1nnc(NC(=O)C(c2ccccc2)c2ccccc2)n1	6%	-3%	2%	-0.7%	-12%[46.1 µM]	-1%	-19%[38.3 µM]
COC(=O)/C(=N\Nc1ccccc1)Sc1nnc(-c2ccc(OC)cc2)n1C	3%	0%	-6%	-1.9%	13%	?	1%
COc1cc(CCC(=O)Nc2cccc(C(F)(F)F)c2)cc(OC)c1OC	-3%	·	4%	-0.9%	8%[46.1 µM]	-11%	·
Nc1n[nH]c(C(F)(F)F)c1-c1ccccc1	1%	0%	5%	-2.6%	11%	·	8%
Brc1ccc(-c2csc(N3CCc4ccccc4C3)n2)cc1	-1%	5%	-3%	-2.3%	-11%[46.1 µM]	8%	5%[38.3 µM]
Cc1ccc(OCc2nnc(SCc3cc(=O)[nH]c4ccccc34)n2-c2ccccc2)cc1	4%	1%	-4%	0.0%	-27%[46.1 µM]	1%	18%
Cc1nc(SCC(=O)c2ccc(F)c(F)c2)[nH]c(=O)c1Oc1ccc(F)cc1	9%	·	2%	-0.3%	11%	·	·
Clc1cccc(NCc2ccccc2)n1	7%	5%	3%	1.1%	23%	15%[46 µM]	-5%
O=C(C1CCC(Cn2c(=O)[nH]c3ccccc3c2=O)CC1)N1CCN(c2ccccc2)CC1 (stereo not given)	3%[2.36 µM]	0%	-1%	-1.2%	-6%	-1%	-4%
CC1CN(c2ccc(NS(=O)(=O)c3ccccc3)cc2C(=O)O)CC(C)O1 (stereo not given)	12%	·	0%	0.0%	3%	?	·
O=C(Nc1cccnc1)c1cccc([N+](=O)[O-])c1	9%	·	1%	1.1%	7%	·	·
NC(=S)N/N=C/c1ccccc1OCCSc1ccc(Cl)cc1	2%	-1%	-1%	1.1%	-59%	?	8%
COC(=O)c1ccc2c(=O)n(CCN3CCOCC3)c(SCC(=O)NCc3ccccc3)nc2c1	18%	4%	-9%	3.4%	-10%	·	-10%
CC(=O)N/N=C(\N)c1nonc1N	-2%	·	-5%	12%	14%	·	·
CC(=O)c1c(C)[nH]c(C(=O)Nc2cc(S(=O)(=O)N(C)C)ccc2C)c1C	-4%	·	-15%	1.1%	-1%	·	3%
COc1ccc(C2N(c3ccccc3)CCN2c2ccccc2)cc1O	-3%	-4%	-9%	1.0%	16%	3%[46 µM]	30%[activator]
Cc1ccc(CNC(=O)/C(C#N)=C\c2ccc(N(C)C)cc2)cc1	20%	8%	1%	-1.0%	-19%[46.1 µM]	-5%	26%[38.3 µM]
Cc1ccc(Oc2cc(NC(=O)CCCn3nc(C)c([N+](=O)[O-])c3C)cc([N+](=O)[O-])c2)cc1	-2%	-1%	3%	-1.1%	-40%	?	17%
COc1ccc(-c2ccc(SCc3cccnc3)nn2)cc1OC	7%	5%	4%	-3.2%	6%	?	4%
O=C(c1ccco1)N1CCC2(CCCN(c3cccc(-c4ccccc4)c3)C2)CC1	·	2%	-16%	·	·	·	6%
COC(=O)c1cnc(Oc2ccc(NC(=O)NC(=O)c3ccccc3Cl)cc2)cc1C(F)(F)F	5%	·	9%	0.0%	31%	·	·
CC(Sc1nnnn1-c1ccc(Cl)cc1)C(=O)NCC(=O)Nc1ccc(F)c(F)c1F (stereo not given)	5%	0%	-2%	0.1%	-22%	?	0%
CC(C)N(c1ccccc1)c1ccc(NC(=O)C2CCCO2)cc1 (stereo not given)	2%	-5%	2%	0.3%	-10%[46.1 µM]	-5%	6%[38.3 µM]
CN=CC1=C(O)CC(C)(C)CC1=O	10%	5%	7%	-1.0%	-8%[46.1 µM]	3%	2%[38.3 µM]
COc1cc2[nH]c(=O)n(CCCCCC(=O)NCCCN3CCCC3=O)c(=O)c2cc1OC	6%	0%	-2%	-0.9%	-4%[46.1 µM]	-17%	-3%
Cc1ccc(-n2c(CNc3ccc(F)cc3)nnc2SCC(=O)N2CCOCC2)cc1	5%	4%	1%	-2.0%	-5%[46.1 µM]	-9%	-2%
Cc1cccc(NS(=O)(=O)c2cnc(Cl)c(Br)c2)n1	-3%	0%	5%	0.0%	0%	-2%	-3%
NC1=NC(=Nc2cccc(Cl)c2)c2ccccc21	-11%	-9%	10%	0.0%	-30%	?	25%
Cc1ccc(CSCCNC(=O)c2ccc(C)cc2)cc1	1%	0%	7%	6.1%	2%	?	0%
COc1cc(CNCCc2c[nH]c3ccccc23)cc(Cl)c1OCC(N)=O	1%	-2%	11%	0.0%	2%	?	18%
CCN(CC)c1ccc(NS(=O)(=O)c2ccc3c(c2)oc(=O)n3C)c(C)c1	-1%	-1%	-4%	0.0%	-6%[46.1 µM]	-6%	16%[38.3 µM]
COc1cccc(-n2cnc3scc(-c4cccs4)c3c2=O)c1	-1%	2%	-5%	1.1%	-11%[46.1 µM]	4%	27%[38.3 µM]
COc1ccc(CN2CCNC(=O)C2CC(=O)NCc2cccc(C)n2)c(OC)c1 (stereo not given)	3%	·	-1%	1.1%	2%	·	·
CC1(C)OC(=O)N(CC(=O)Nc2ccccc2)C1(C)O (stereo not given)	-3%	0%	-5%	3.5%	15%	-6%[46 µM]	1%
CC1CN(S(=O)(=O)c2ccc(C(=O)Nc3nnc(-c4ccc5c(c4)CCCC5)o3)cc2)CC(C)O1 (stereo not given)	1%	1%	3%	6.7%	-1%[46.1 µM]	?	-3%[38.3 µM]
CCN(CC)CCCN=C(N)N	8%	·	3%	10%	?	·	·
COc1ccc(F)cc1C(=O)C1CCCN(C(=O)CSc2ccccn2)C1 (stereo not given)	6%	·	-1%	-4.1%	18%	·	·
Cc1cc2ccccc2n2c(SCC(=O)N3CCOCC3)nnc12	4%	-2%	1%	-0.1%	40%	12%[46 µM]	-4%
O=C(O)CCCC(=O)Nc1ccccc1C(=O)N1CCOCC1	4%	-1%	10%	-1.3%	9%	7%[46 µM]	-5%

As entered above:
Cc1ccc(Oc2cc(NC(=O)CCCn3nc(C)c([N+](=O)[O-])c3C)cc([N+](=O)[O-])c2)cc1 @ Luc counter: -1%
NC(=S)N/N=C/c1ccccc1OCCSc1ccc(Cl)cc1 @ IMPase Li inh: 8%

Next structures.
SMILES	CBFb-RUNX1 inh	Luc counter	aGal spleen mod	Epigenetic derep	NPSR antag	Lamin A splicing	IMPase Li inh
CCC(C)NCc1ccc(C(=O)OC)o1 (stereo not given)	2%	-3%	-1%	0.0%	-8%[46.1 µM]	-3%	-7%[38.3 µM]
Cc1ccc(Oc2nc3ccccc3n3cccc23)cc1	22%	2%	-6%	0.0%	-17%[46.1 µM]	-5%	16%
O=C(Cc1ccc(-n2c(=O)[nH]c3ccsc3c2=O)cc1)NCc1cccnc1	2%	2%	3%	-1.1%	10%	-7%	-4%
Cc1[nH]nc2c1C1(CCC3(CC1)OCCO3)C(C#N)=C(N)O2	11%	1%	-7%	3.1%	9%[46.1 µM]	8%	28%[38.3 µM]
CCC(C)SCC(=O)Nc1ccc(S(=O)(=O)N2CCOCC2)cc1OC (stereo not given)	5%	·	7%	0.0%	-20%	·	·
Cc1nc(-c2ccccc2)sc1-c1n[nH]c(=S)n1C	0%	1%	-8%	-1.1%	-18%[46.1 µM]	3%	-5%[38.3 µM]
Cc1nc2cnc(N3CCOCC3)nc2n(CCc2ccccc2)c1=O	·	·	14%	·	·	-25%	-8%
CCC(=O)Nc1nc(-c2ccccc2)ns1	15%	3%	5%	0.0%	20%[46.1 µM]	-15%	0%
Cc1ccc(SCC(=O)c2ccc[nH]2)cc1	12%	-2%	-3%	0.9%	-5%	1%[46 µM]	8%
CCCCSc1[nH]c(=O)c(C(=O)OCC)cc1C#N	0%	-4%	6%	6.9%	-6%[46.1 µM]	?	-7%[38.3 µM]
CCOC(=O)c1c(C)c(C(=O)N(C)C2CCCCC2)c(C)n1C	1%	2%	-4%	-2.6%	-9%[46.1 µM]	14%	5%[38.3 µM]
CC(=O)c1ccc(N2CCN(C(=O)c3ccc4nc[nH]c4c3)CC2)cc1	7%	-6%	-16%	0.1%	5%	-7%	1%
CCC1Oc2ccccc2N(CC(=O)NCCN2C(C)CCCC2C)C1=O (stereo not given)	2%	1%	-9%	-1.0%	-1%[46.1 µM]	-5%	29%[38.3 µM]
O=c1[nH]c2cc3c(cc2cc1CN(CCCO)Cc1nnnn1Cc1ccc(F)cc1)OCO3	1%	-1%	10%	-0.4%	-8%[46.1 µM]	-1%	?
Cc1cccc(OCC2CCCN(Cc3nc(C4CC4)no3)C2)c1 (stereo not given)	9%	0%	-1%	-0.3%	12%	14%[46 µM]	7%
CC(Oc1ccc(-c2ccccc2)c(F)c1)c1ccn(S(=O)(=O)c2ccc(Cl)cc2)n1 (stereo not given)	24%	0%	2%	-1.6%	-25%[46.1 µM]	-4%	7%[38.3 µM]
C=CCNC(=O)CCCC(=O)NCC=C	8%	-1%	-5%	-1.1%	-6%[46.1 µM]	13%	27%[38.3 µM]
CCOc1ccc(C(=O)C2CCN(CC(=O)Nc3ccccc3N3CCOCC3)CC2)cc1	0%	-1%	12%	-2.9%	-17%[46.1 µM]	?	6%[38.3 µM]
COc1ccc(C=NCCC2(O)CC(C)N(C)CC2C)cc1 (stereo not given)	-3%	-2%	4%	-0.8%	-3%[46.1 µM]	-3%	4%
COC(=O)c1ccc2c(=O)n(Cc3ccc4c(c3)OCO4)c(SCC(=O)N3CCCC3)nc2c1	-4%	·	1%	-1.7%	-26%	·	·
Cc1cccc(NC(=O)CSc2nnc(Cn3cnc4ccccc43)o2)c1	6%	-1%	-2%	2.1%	-10%[46.1 µM]	6%	0%

Bioassay records from PubChem BioAssay.
